Compound activity deposited in PubChem BioAssay by National Center for Advancing Translational Sciences (NCATS).
KAT2A inh – GCN5L2 (KAT2A) acetyltransferase inhibition; GCN5L2 HAT assay, ThioGlo1 CoA-SH fluorescence; Potency, µM (top dose mostly 58.9 µM), for inactives: at the top dose activity change, negative = inhibition, hits mostly inhibitors; 390,000 tested, 0.21% active; AID 504327
Target sequence (Q92830 whole entry, looked up): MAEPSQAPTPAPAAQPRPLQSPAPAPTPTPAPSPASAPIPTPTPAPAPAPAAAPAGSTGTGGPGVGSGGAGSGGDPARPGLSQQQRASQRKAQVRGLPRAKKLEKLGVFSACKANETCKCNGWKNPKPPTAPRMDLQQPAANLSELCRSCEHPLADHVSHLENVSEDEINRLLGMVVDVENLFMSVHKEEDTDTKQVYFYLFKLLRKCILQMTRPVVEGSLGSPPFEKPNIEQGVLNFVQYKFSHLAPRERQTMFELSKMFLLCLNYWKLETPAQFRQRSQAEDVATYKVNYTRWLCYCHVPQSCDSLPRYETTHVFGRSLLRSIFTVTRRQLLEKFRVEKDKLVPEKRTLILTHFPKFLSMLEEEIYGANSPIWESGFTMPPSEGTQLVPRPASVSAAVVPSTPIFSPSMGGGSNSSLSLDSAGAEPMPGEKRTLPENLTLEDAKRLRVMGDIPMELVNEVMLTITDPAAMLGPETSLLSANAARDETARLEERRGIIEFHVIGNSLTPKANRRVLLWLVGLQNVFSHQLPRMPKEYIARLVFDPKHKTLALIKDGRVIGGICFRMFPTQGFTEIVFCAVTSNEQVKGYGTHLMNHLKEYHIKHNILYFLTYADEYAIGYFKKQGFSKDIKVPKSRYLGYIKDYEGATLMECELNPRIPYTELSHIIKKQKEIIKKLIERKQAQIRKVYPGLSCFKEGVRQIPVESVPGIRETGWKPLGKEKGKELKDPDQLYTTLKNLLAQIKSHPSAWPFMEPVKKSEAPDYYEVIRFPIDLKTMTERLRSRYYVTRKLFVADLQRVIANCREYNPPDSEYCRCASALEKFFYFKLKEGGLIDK
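GCN5L2 (20nM final) in 50mM HEPES, 0.1mM EDTA pH 7.5, 0.01% Tween-20 was preincubated 15 min at room temperature with compound, then given ThioGlo1 (50uM), H3(1-25) peptide (75uM) and acetyl-CoA (70uM); CoA-thiol fluorescence (Ex340/Em540) was read at 0 and 20 min.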
TDP1 cell noCPT – qHTS for Inhibitors of human tyrosyl-DNA phosphodiesterase 1 (TDP1): qHTS in cells in absence of CPT. 420,000 tested, 15% active. Potency, µM (top dose mostly 46.2 µM), for inactives: at the top dose activity change, negative = growth inhibition, usual class: inhibitors. AID 686978, 2013. DT40 Tdp1-/- hTDP1 cells, no CPT, ATP luminescence, 48 h; further: nearly all actives have a fitted effect of over 55% in size
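No-CPT arm: Tdp1-/-;hTDP1 DT40 cells (400/well) plus compounds, incubated ≥48 hr at 37 °C. Readout CellTiter-Glo luminescence.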
DT40 TDP1 CPT – DT40-hTDP1 cell growth loss with CPT; AID 686979; 420,000 tested, 12% active; chicken DT40 Tdp1-/-;hTDP1 cells + 20 nM CPT, ATP luminescence, 48 h; Potency, µM (titrated, usually from 46.2 µM), inactives show top-dose activity change, negative = growth inhibition, usual class: inhibitors; further: nearly all actives have a fitted effect of over 55% in size
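Cell growth measured by CellTiter-Glo luminescence after a minimum 48 h, 37 C compound exposure with 20 nM CPT in Tdp1-knockout DT40 cells stably expressing hTDP1, seeded 400/well; qHTS titration format.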
An asterisk follows results filed as active; ? = inconclusive; . = no result given; [ ] = remark or other dose. The call rests on the fitted dose curve; in most records, active means well fitted curve in the direction sought with a large enough effect; inconclusive means small, poorly fitted or top-dose-only effect, or another doubt; inactive means no such curve, though single readings can be large; an effect the other way counts as inactive or inconclusive. On the % scale 0 is the no-effect control and ±100 the full control effect; potency means the concentration at half of the fitted maximal effect. These rows are one share of the data, so the mix of outcomes need not match the whole.

structure | KAT2A inh | TDP1 cell noCPT | DT40 TDP1 CPT
COC(=O)Cc1ccc(NC(=S)NNC(=O)c2ccccc2Br)cc1 | 25.0% | -19.7% | -10.2%
Cc1cc(NC(=O)CSc2nc3c(cnn3-c3cccc(Cl)c3)c(=O)[nH]2)no1 | -3.4% | 0.3% | 3.0%
COc1ccc(-n2ncc3c(SCC(=O)OC(C)C)ncnc32)cc1 | . | ? | -8.7%
Cc1ccc(S(=O)(=O)CC2CSc3nc(N)cc(=O)n32)cc1 (stereo unspecified) | -3.4% | -9.2% | -1.9%
Cc1noc(C)c1C(=O)NCCc1ccccc1 | -1.4% | -3.0% | -23.3%
Clc1cccc(/C=N/N2CCN(Cc3ccccc3)CC2)c1 | -4.9% | -16.5% | -1.0%
O=C(OCC(=O)N1CCC(Cc2ccccc2)CC1)c1ccccc1 | -6.0% | -16.8% | -11.1%
CCc1ccc2c(c1)cc(CN(C(=S)Nc1ccccc1)C1CC1)c1nnnn12 | -1.4% | -14.9% | -15.1%
O=C(NC(=S)Nc1ccc(Br)cn1)c1cccs1 | -1.6% | ? | ?
O=C(COc1coc(CN2CCc3ccccc32)cc1=O)NCCc1ccccc1 | -4.0% | 18.4µM* | ?

Additional structures
structure | KAT2A inh | TDP1 cell noCPT | DT40 TDP1 CPT
Cc1cccc(C)c1OCC(=O)Nn1c(=O)[nH]c2ccccc2c1=O | 33.5%[activator] | -14.1% | 7.8%
O=C(NC1CCCCC1)C12CC3CC(CC(Cl)(C3)C1)C2 | 24.2% | ? | ?
NC(=O)c1nc[nH]c1C(=O)Nc1cccc(NC(=O)c2cccc(C(F)(F)F)c2)c1 | -2.0% | ? | -19.1%
Cc1cccc(OCCCC(=O)NNC(=O)c2ccncc2)c1 | 2.9% | -15.1% | -17.3%
Cc1ccc(S(=O)(=O)N2CC(C)N(C(=O)N3CCOCC3)C2)cc1 (stereo unspecified) | -0.3% | 1.3% | -2.1%
O=c1n(Cc2ccccc2)nc2n1-c1ccccc1OC2 | -1.3% | -22.2% | -17.2%
CCOC(=O)c1cnc(NCc2ccccc2OC)c2ccccc12 | -8.8% | ? | ?
COc1ccc(-c2ccc(-c3nnn(CC(=O)N4CCOCC4)n3)cc2)cc1 | -2.3% | -12.7% | -12.3%
CCOC(=O)c1ccc(NC(=O)COc2ccccc2CNCCc2ccccc2)cc1 | -7.8% | ? | ?
COc1ccccc1N1CCN(C(=O)C(Sc2ccccc2)c2ccccc2)CC1 (stereo unspecified) | -2.1% | ? | 18.4µM*

Further entries:
structure | KAT2A inh | TDP1 cell noCPT | DT40 TDP1 CPT
O=[N+]([O-])c1cc2c(cc1CN1CCN(c3ccc(F)cc3)CC1)OCO2 | 1.3% | -18.1% | ?
O=C(COc1ccccc1-c1ccccc1)NNC(=O)NC1CCCCC1 | -6.9% | ? | -19.1%
CC1CCCN(C(C(=O)Nc2ccc3c(c2)OCCO3)c2ccccc2)C1 (stereo unspecified) | -4.9% | -19.1% | -27.7%
COc1ccc(C(C)(C)C)cc1NC(=O)c1ccc2c(c1)SC1=NS(=O)(=O)CCN12 | 0.5% | -1.1% | -11.6%
CCOC(=O)N1CCN(C(=O)CSCc2nc(-c3ccccc3C)oc2C)CC1 | 0.2% | ? | ?
COc1ccc(/C(C)=N/NC(=O)c2sccc2-n2cccc2)cc1 | -3.2% | ? | -20.4%
COc1ccc(C(=O)CN2C(=O)c3ccccc3C2=O)c(OC)c1C | -3.6% | -23.0% | -19.0%
Cc1ccc(Cl)cc1NC(=O)CN1CCOCC1 | . | -17.0% | 7.3%
CCSC(=Nc1ccccc1)C1=C(O)COC1=O | 1.0% | -3.8% | -9.2%
Cc1ccc(C(=O)c2c(N)c(C(=O)Nc3cccc(C(F)(F)F)c3)c3ccccn23)cc1 | -6.6% | ? | -25.4%

The results go on.
structure | KAT2A inh | TDP1 cell noCPT | DT40 TDP1 CPT
COc1cc(C(=O)NNC(=O)CSc2nnc3ccccn23)cc(OC)c1OC | -2.5% | 19.6% | 9.7%
O=C(Nc1cccnc1)c1ccc(Cl)c([N+](=O)[O-])c1 | -10.2% | -18.2% | 10.0%
C=C(C)Cn1c(-c2cccc([N+](=O)[O-])c2)n[nH]c1=S | -0.2% | -8.0% | 18.2%
CCN(CC)c1ncnc2ccc(Br)cc12 | -1.1% | ? | ?
CC(C)(C)c1cc(CN2CCN(CCC#N)CC2)cc(C(C)(C)C)c1O | 1.0% | ? | ?
Cc1ccccc1C(=O)Nc1ccc(C(=O)N/N=C/c2ccc(O)c(Br)c2)cc1 | 29.7% | ? | ?
Cn1cnc(S(=O)(=O)N2CCN(c3cccc(C(F)(F)F)c3)CC2)c1 | -5.0% | 1.7% | 1.2%
O=C(CN1C(=O)CSC1=O)Nc1ccccc1F | -18.8% | -17.4% | -1.0%
COc1ccccc1/C=C1\SC(=S)N(CCC(=O)NCCc2ccc(O)cc2)C1=O | -29.3% | 16.4µM* | ?
CCn1cnc2cc(NCc3cccs3)ccc21 | -7.6% | 3.0% | -24.6%

(continued)
structure | KAT2A inh | TDP1 cell noCPT | DT40 TDP1 CPT
COc1cccc(OC)c1C(=O)Nc1cccc(-c2ccc(N3CCOCC3)nn2)c1 | 1.2% | ? | -10.3%
CCCN(CCC)C(=O)C1CCN(c2cc(C)nc3c(-c4ccc(Cl)cc4)c(C)nn23)CC1 | -7.8% | ? | -26.8%
COc1ccc(NS(=O)(=O)c2cc(NC(=O)c3cnccn3)ccc2N2CCCC2)cc1 | -6.8% | ? | ?
O=C(Cn1nc2c(cc1=O)CCCC2)NCc1ccccc1 | -2.0% | ? | ?
COc1ccc(N(C(=O)c2ccccc2C)S(=O)(=O)c2ccc(Cl)cc2)cc1 | -1.1% | ? | ?
Cc1nc(-c2cc(C#N)c(=O)[nH]c2C)cs1 | -0.4% | -0.7% | 9.0%
c1ccc(CCSc2nccn2-c2ccccc2)cc1 | -12.1% | -25.0% | 1.2%
CCOc1ccccc1CNS(=O)(=O)c1cnc(N)nc1 | 2.8% | ? | -1.7%
S=C(Nc1ccccc1)Nc1nc2ccccc2n1CCOc1ccccc1 | ? | 16.4µM* | 18.4µM*
CC1Sc2ccc(C(=O)NCc3ccccc3Cl)cc2NC1=O (stereo unspecified) | -3.0% | ? | ?

Further entries follow.
structure | KAT2A inh | TDP1 cell noCPT | DT40 TDP1 CPT
O=C(CCCN1C(=O)c2ccccc2C1=O)Nc1ccc(S(=O)(=O)N2CCCCC2)cc1 | 1.6% | -9.9% | -15.3%
COc1ccc(NC(=O)c2ccco2)cn1 | -1.3% | -15.5% | -11.3%
C[C@@H]1CN([C@@H](C)CO)C(=O)c2cc(C#Cc3ccccc3)cnc2O[C@H]1CN(C)C(=O)c1ccccc1F | . | ? | ?
CC(C)CC#Cc1ccc2c(c1)O[C@H](CN(C)C(=O)Nc1ccccc1)[C@@H](C)CN([C@H](C)CO)S2(=O)=O | . | -2.3% | 3.5%
COc1ccc(NC(=S)NCc2ccc(S(N)(=O)=O)cc2)c(OC)c1 | 18.4% | -16.7% | -20.8%
COc1ccc(CNc2cc(NCCCO)c([N+](=O)[O-])c3nonc23)cc1 | -9.0% | 6.51µM* | 20.6µM*
COc1cc(/C=C2/C(=O)NN(c3ccc(Cl)cc3)C2=O)cc(Br)c1O | ? | -12.1% | -19.3%
COc1ccc(C(NC(=O)c2cc(OC)ccc2OC)c2ccccc2)cc1 (stereo unspecified) | -13.1% | ? | -25.6%
Cc1ccc(N2CCN(CC3CC=CCC3)CC2)cc1 (stereo unspecified) | -1.7% | -26.3% | -17.9%
COc1ccc(NC(=O)c2cc(-c3ccco3)nc3ccccc23)cc1 | . | ? | -9.6%

Remaining list, next part
structure | KAT2A inh | TDP1 cell noCPT | DT40 TDP1 CPT
O=C(NCCc1ccccn1)c1c(-c2ccccc2)sc2ccccc12 | -1.2% | 16.4µM* | ?
CCn1c(SCC(=O)N2CCOCC2)nc2sc3c(c2c1=O)CCCC3 | -1.5% | 18.4µM* | ?
CN(C)CCN(C(=O)c1ccc2c(c1)OCCO2)c1nc2cc3c(cc2s1)OCO3 | -3.0% | -12.2% | -10.0%
COc1ccc(OCCC(=O)c2ccc(OC)cc2)cc1 | -0.6% | 2.59µM* | 2.59µM*
Cc1nn(-c2ccccn2)c2nc(-c3cccs3)cc(C(=O)N3CCOCC3)c12 | -23.2% | ? | ?
Cc1c(C)n2c(SCC(=O)Nc3cccc4ccccc34)nnc2[nH]c1=O | 2.0% | ? | -13.4%
O=C(Nc1ccccc1-c1ccccc1)c1cc(C(F)(F)F)cc(C(F)(F)F)c1 | 87.2%[activator] | -20.5% | -26.0%
Cc1cc2[nH]c(=O)c(=O)[nH]c2cc1S(=O)(=O)NCc1ccccc1 | -2.7% | 7.6% | 8.0%
CCc1ccc(NC(=O)N2CCC(N3CCN(Cc4ccc(C)cc4)C(=O)C3=O)CC2)cc1 | -13.8% | -19.4% | -21.6%
CNC(=O)c1ccc(Nc2nnc(C)c3ccccc23)cc1 | -8.3% | -23.5% | -2.1%

Record cards (already shown). Screens in order: KAT2A inh	TDP1 cell noCPT	DT40 TDP1 CPT
Cc1nn(-c2ccccn2)c2nc(-c3cccs3)cc(C(=O)N3CCOCC3)c12 as listed: -23.2%	?	?
CCc1ccc(NC(=O)N2CCC(N3CCN(Cc4ccc(C)cc4)C(=O)C3=O)CC2)cc1 as listed: -13.8%	-19.4%	-21.6%

The results go on.
structure | KAT2A inh | TDP1 cell noCPT | DT40 TDP1 CPT
CCOc1ccccc1C(=O)N(Cc1ccco1)Cc1ccccc1F | -4.3% | 20.6µM* | 20.6µM*
Cc1ccccc1C(=O)Nc1ccccn1 | . | -16.9% | -1.4%
Cc1ccc(N2CCN(C(=O)c3cnn(-c4ccc(C)c(C)c4)c3C3CCNCC3)CC2)c(C)c1 | -19.9% | 6.51µM* | 6.51µM*
Brc1ccc(-c2csc(N3CCc4ccccc4C3)n2)cc1 | -3.9% | -28.6% | -17.7%
Cc1ccc(C(=O)NCCNC(=O)c2ccco2)cn1 | 1.6% | 7.1% | 1.6%
O=C(c1ccccc1)c1coc(-c2ccccc2)c1 | . | ? | ?
COc1cc(CN(CCN(C)C)Cc2ccccc2)ccc1OCc1ccccc1 | -0.7% | 23.1µM* | ?
COC(=O)c1ccc(S(=O)(=O)NNC(=O)COc2ccc(C)cc2)cc1 | -1.2% | 1.7% | 3.5%
COC(=O)[C@@]12CCCCN1[C@H](c1ccc(-c3ccccc3)cc1)[C@@H]1C(=O)N(C)C(=O)[C@@H]12 | -10.2% | ? | 20.6µM*
O=C(COc1ccccc1)N1CCN(C(=O)Cc2ccccc2)CC1 | -4.3% | 2.0% | 4.0%

Additional compounds follow:
structure | KAT2A inh | TDP1 cell noCPT | DT40 TDP1 CPT
Cc1ccc(/C=N/NC(=O)NC23CC4CC(CC(C4)C2)C3)o1 | -3.4% | -29.3% | -3.1%
COc1ccc(-c2cc3cc(OC)c(OC)cc3c(C)n2)cc1 | 1.8% | ? | ?
CC(=O)Nc1nc(CCN2C(=O)c3ccccc3C2=O)cs1 | -1.4% | -7.7% | 10.1%
COc1ccc(/C=C2\N=C(SC)N(c3ccccc3OC)C2=O)cc1 | -18.5% | ? | ?
Cc1nc2ccccc2nc1N1CCCC1 | -9.4% | 3.7% | 6.6%
CCCCN(C(=O)c1cccc(C)c1)c1c(N)n(CCC)c(=O)[nH]c1=O | 1.3% | -8.1% | ?
C/C(=N\NS(=O)(=O)c1ccccc1)c1ccc2c(c1)OCO2 | -2.6% | -7.3% | 7.1%
Cc1nc2ccc(-c3ccccc3)cc2o1 | -5.2% | -19.5% | -23.6%
CNS(=O)(=O)c1cn(CC(=O)NCc2ccc(N(C)C)cc2)cc1S(=O)(=O)NC | 1.6% | 7.9% | 2.1%
CCn1c(C(=O)NCc2cc(Br)ccc2OC)cc2oc3ccccc3c21 | -11.3% | ? | 23.1µM*

Additional structures follow.
structure | KAT2A inh | TDP1 cell noCPT | DT40 TDP1 CPT
CCOc1ccccc1N(CC(=O)NC1CCCCC1)C(=O)CCCC(=O)Nc1ccccn1 | -2.1% | -20.7% | -27.4%
COc1ccccc1NC(=O)CN1C(=O)CSC(C)C1=O (stereo unspecified) | 4.6% | 11.9% | 10.6%
CCOC(=O)c1cnc2ccc(C)cc2c1Nc1ccc(N2CCOCC2)cc1 | -3.0% | ? | ?
CCOc1c(Cl)cc(C(=O)N(Cc2ccc(N(C)C)cc2)Cc2ccco2)cc1Cl | -9.8% | 13µM* | 23.1µM*
COc1ccc(CNC(=O)C2CCCN2C(=O)Nc2cccc(Cl)c2)cc1 (stereo unspecified) | . | ? | -16.2%
CC(=O)c1ccc(OCCN2CCOCC2)cc1 | 4.3% | -1.6% | -7.8%
COC(=O)c1c(NC(=S)Nc2ccc(C(=O)N3CCOCC3)cc2)sc2c1CCC2 | 0.3% | -29.9% | -19.3%
